Bioassay records as filed in PubChem.
GRP78 ERSR act = ER stress response induction in glioma; AID 602332; Potency, µM, for inactives: at the highest dose activation, actives largely listed as activators; U87-MG GRP78 promoter luciferase reporter, 16 h; hit rate 0.02% among 420,000; note: potency is the fitted concentration of half-maximal effect; series mostly up to about 76 µM; % of control where 0% means no effect; nearly all actives have a fitted effect of over 35% in size
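Stably transfected U87-MG glioma cells carrying a GRP78-based luciferase sensor; 16 h compound incubation. Luminescence end-point read 10 min after Bright-Glo addition at room temperature.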
Vif-APOBEC3F blk = inhibitors of Vif-A3F interaction; Potency, µM (highest dose often 46.1 µM), for inactives: at the top dose activity, negative = active; HeLa A3F-eYFP + Vif (tagged APOBEC3F with the HIV-1 protein that degrades it), YFP fluorescence increase; hit rate 0.2% among 390,000; note: potency is the fitted concentration of half-maximal effect; % of control where 0% means no effect; nearly all actives have a fitted effect of over 65% in size
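Fluorescence increase (Ex 488/Em 500-530) after overnight compound treatment at 37 deg C flags inhibition of Vif-driven A3F-eYFP loss in stable HeLa A3F-eYFP/Vif cells seeded overnight beforehand.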
D1 potentiator = potentiators of human D1 dopamine receptor | hit rate 0.036% among 360,000 | P21728 | HEK293 TREx D1 cells, calcium flux, dopamine EC20 potentiation | potentiation, % at 10 µM; in the data active = potentiation above about 30%; note: 0% is about no effect
Target sequence (P21728 whole entry, looked up): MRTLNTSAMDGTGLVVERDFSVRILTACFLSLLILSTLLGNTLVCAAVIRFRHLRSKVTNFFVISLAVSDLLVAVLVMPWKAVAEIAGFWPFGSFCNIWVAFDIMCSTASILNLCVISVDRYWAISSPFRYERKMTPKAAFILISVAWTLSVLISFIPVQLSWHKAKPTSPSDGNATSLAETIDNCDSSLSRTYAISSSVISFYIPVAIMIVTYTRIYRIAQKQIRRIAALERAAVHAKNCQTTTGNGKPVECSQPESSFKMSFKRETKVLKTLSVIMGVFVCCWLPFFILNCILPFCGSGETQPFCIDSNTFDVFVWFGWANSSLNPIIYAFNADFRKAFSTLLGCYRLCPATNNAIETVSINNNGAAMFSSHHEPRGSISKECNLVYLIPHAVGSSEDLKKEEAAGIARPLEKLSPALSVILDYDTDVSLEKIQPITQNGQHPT
LDHA inh = blocks human lactate dehydrogenase A; P00338; purified LDHA, NADH/diaphorase-resazurin fluorescence; active compounds read low; activity change, % (values are at about 110 or 230 µM); hit rate 0.15% among 480,000; AID 1347041; in the data active = activity change below about -30%; inconclusive = mostly about -25% to -30%;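 note: plate controls were DMSO wells for no effect and wells without enzyme for full effect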
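LDH5 2 nM; NADH 0.06 mM, pyruvate 0.2 mM; 200 mM Tris pH 7.4, EDTA, Tween-20; 5 min RT. Detection: diaphorase 0.133 mg/mL + resazurin 37 µM, fluorescence ex540/em590 at 0 and 20 min; normalized to enzyme-free and DMSO wells.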
D1 antagonist = blocks dopamine activation of the human D1 receptor. HEK293 TREx D1 cells, calcium flux, dopamine EC80; active compounds read low. activity change, negative = inhibition, % at 10 µM. hit rate 3.2% among 360,000; in the data active = activity change below about -30%; note: % is set by controls: 0 for no effect and ±100 for the full control effect
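Inducible Hek293 Trex D1 cells (tetracycline, overnight, 30 C). Calcium dye 30–90 min RT. Antagonist mode: EC80 dopamine added after 180 s compound read.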
D1 agonist = human D1 receptor agonism; hit rate 1% among 360,000; AID 504660; P21728; HEK293 T-REx D1 cells, calcium flux, agonist mode; activation, % at 2 µM; in the data active = activation above about 30%; note: 0% is about no effect
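Tetracycline-induced HEK293 TREx D1 cells, force-coupled to calcium signalling, were dye-loaded with a no-wash calcium kit. Compound was pin-added after a 10 s baseline. Fluorescence was read kinetically at 1 cycle/s for 180 s, with calcium rises flagged as agonism.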
RXFP1 ag = agonists of human relaxin receptor RXFP1 | hit rate 0.3% among 370,000 | HEK293T-RXFP1 cAMP TR-FRET, 30 min; response scale: percent of porcine relaxin response, buffer zero | Q9HBX9 | AID 2676 | Potency, µM (highest dose often 57.5 µM), without a hit: at the top dose activation, most hits filed as activators; note: potency is the fitted concentration of half-maximal effect; % is set by controls: 0 for no effect and ±100 for the full control effect; nearly all actives have a fitted effect of over 60% in size; many of its hits are not listed in these tables
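cAMP rise read by TR-FRET after 30 min, 37C compound exposure (up to 58 uM) in RXFP1-transfected HEK293 cells with Ro 20174 present. EC50 from Hill-equation fits, with 29 nM porcine relaxin as 100% and buffer as basal.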
Vif-APOBEC3G blk = inhibitors of Vif-APOBEC3G interaction. Q9HC16. HeLa A3G-eYFP + Vif (tagged APOBEC3G with the HIV-1 protein that degrades it), YFP fluorescence, overnight. Potency, µM (series often up to 46.1 µM), for the others: at the top dose activity, negative = active, most hits filed as inhibitors. hit rate 0.076% among 410,000;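 note: potency is the fitted concentration of half-maximal effect; % is set by controls: 0 for no effect and ±100 for the full control effect; nearly all actives have a fitted effect of over 60% in size; hits raise eYFP signal because A3G escapes Vif-driven loss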
Target sequence (Q9HC16 whole entry, looked up): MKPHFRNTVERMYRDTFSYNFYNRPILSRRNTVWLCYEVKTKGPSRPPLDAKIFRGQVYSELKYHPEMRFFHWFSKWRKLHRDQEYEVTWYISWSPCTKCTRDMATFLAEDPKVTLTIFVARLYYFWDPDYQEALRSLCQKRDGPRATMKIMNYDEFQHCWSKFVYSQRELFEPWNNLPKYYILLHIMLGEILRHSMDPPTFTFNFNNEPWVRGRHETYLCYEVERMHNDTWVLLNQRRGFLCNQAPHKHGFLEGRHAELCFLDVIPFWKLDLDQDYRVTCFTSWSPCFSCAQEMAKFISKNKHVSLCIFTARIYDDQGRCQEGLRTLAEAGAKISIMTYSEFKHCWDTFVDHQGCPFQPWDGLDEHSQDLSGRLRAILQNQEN
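Read-out is eYFP fluorescence (Ex 488/Em 500-530) from Vif-expressing HeLa A3G-eYFP cells; more signal means A3G escaped Vif-mediated degradation. Cells plated overnight, compound pinned in, incubated overnight at 37 deg C.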
D2 PAM = positively modulates the human D2 dopamine receptor allosterically; P14416; HEK293 T-REx D2, calcium flux, EC20 dopamine potentiation; potentiation, % at 10 µM; hit rate 0.34% among 340,000; AID 485347;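 active = potentiation over 3 SD above the plate norm, cut at about 30% in these data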; note: 0% is about no effect
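Tetracycline-induced HEK293 T-REx cells force-coupled to calcium signalling expressed D2; compounds were pin-added after a 10 s baseline, read kinetically 180 s, then an EC20 dopamine challenge followed with a further 180 s calcium read.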
* marks the source's active call; other numbers are inactive results; ? = inconclusive; nt = not tested or not shown; & = joins results of further samples. Unless noted, calls come from the whole dose curve; as a rule, active = well fitted curve in the direction sought with a large enough effect; inconclusive = small, poorly fitted or top-dose-only effect, or another doubt; inactive = no such curve, though single readings can be large; an effect the other way counts as inactive or inconclusive. An excerpt; the hit share may differ from the screen's.

Molecule,GRP78 ERSR act,Vif-APOBEC3F blk,D1 potentiator,LDHA inh,D1 antagonist,D1 agonist,RXFP1 ag,Vif-APOBEC3G blk,D2 PAM
COC(=O)c1sccc1NC(=O)COc1ccc(C)cc1,-3.5%,-6.0%,3.6,-6.2,2.7,2.1,2.9%,-1.2%,0.3
CCOc1cc(N2CCOCC2)c(OCC)cc1NC(=O)c1cnccn1,-5.3%,-11.9%,nt,4.0,nt,nt,nt,-0.1%,nt
COc1ccc(-c2csc(NC(C)c3nc4cc(C(=O)NCCCO)ccc4n3Cc3ccc(C)cc3)n2)cc1 (centres undefined),0.3%,-18.0%,nt,0.8,nt,nt,nt,-8.3%,nt
CC1=C(C(=O)Nc2cc(Cl)ccc2C)C(c2sccc2C)n2ncnc2N1 (centres undefined),-5.0%,-6.9%,3.6,2.4,8.4,1.1,1.2%,-2.6%,8.7
CC(NC(=O)c1cc(Sc2ccc(F)cc2F)nc2ccccc12)c1ccccc1 (centres undefined),0.4%,0.3%,-2.8,3.4,-44.9*,-1.4,3.8%,0.1%,2.0
O=C(NCC(=O)N1CCCCC1)c1ccc2ccccc2c1,3.9%,-1.8%,1.5,-0.6,1.9,-0.9,-0.3%,-2.0%,12.2
O=C(c1ccccc1)c1ccc(OCC(O)CNCc2ccc(F)cc2)cc1 (centres undefined),-10.6%,-12.7%,-2.5,-15.6,-17.9,51.6*,-0.2%,-0.2%,-2.3
CCn1ncc(Br)c1C(=O)Nc1sc2c(c1C(N)=O)CCC2,-2.5%,-1.7%,-1.9,-2.6,2.0,4.8,?,-9.8%,-5.6
O=[N+]([O-])c1cccc(S(=O)(=O)N2CCCCC2c2cccnc2)c1 (centres undefined),0.9%,-6.0%,1.2,4.3,1.9,2.7,1.6%,-1.1%,7.3
CCOC(=O)c1cc(-c2ccc(C)cc2)n(CC(=O)NC2CCCCCC2)c1C,-0.8%,-4.0%,-3.2,-5.6,5.3,0.0,4.9%,-4.7%,2.8
CN(CCc1ccccc1)C1CCCN(S(=O)(=O)c2cccc(F)c2)C1 (centres undefined),4.3%,-8.1%,-10.6,-5.0,-8.7,-3.0,-2.9%,-4.9%,-3.6
O=Cc1ccc(OCC(=O)Nc2ccccc2C(F)(F)F)cc1,0.6%,-8.8%,0.6,-8.7,-8.5,-0.2,-2.4%,1.6%,-6.2
CCN(CC)c1ccc(/C=N/N2CCN(Cc3ccccc3Cl)CC2)cc1,1.0%,-11.0%,3.6,10.1,3.7,4.3,-1.9%,-3.7%,17.7
Cc1ccc(S(=O)(=O)NCc2ccccc2)cc1C(=O)NC1CCC(C)CC1 (centres undefined),3.3%,-0.6%,-0.1,-5.4,-14.6,0.5,0.9%,8.2%,1.1
CCCCn1c(SCC(=O)Nc2ccc(OCC)cc2)nc2ccsc2c1=O,-2.1%,-0.3%,1.8,1.1,10.8,4.7,3.6%,-3.1%,8.5
Cc1ccccc1CNC(=O)C1CCN(c2nnc(N3CCCC3=O)s2)CC1,-5.0%,-22.6%,-5.7,-7.9,-11.5,3.6,1.7%,1.5%,3.6
Cc1[nH]n(-c2ccc([N+](=O)[O-])cc2)c(=O)c1C=NCC1CCCO1 (centres undefined),3.2%,-12.7%,4.3,-3.2,-2.2,1.5,17.8%,0.0%,-2.1
COc1ccccc1CNC(=O)Cc1csc2nc(-c3ccccc3)cn12,-0.4%,-0.7%,-3.0,-3.2,-35.5*,-1.6,-0.1%,-6.2%,8.7
COc1ccc(OCCNS(=O)(=O)c2cccc([N+](=O)[O-])c2)cc1,-2.5%,?,-2.9,2.2,-4.6,15.5,-0.7%,3.3%,8.1
COc1ccc2nc(NNC(=O)c3cc(=O)c4ccccc4o3)sc2c1,-0.3%,-15.2%,0.8,11.8,-3.2,5.1,-2.0%,?,6.8
CCS(=O)(=O)N1CCC(C(=O)O)CC1,5.5%,0.6%,-0.1,1.2,32.9,2.9,-0.8%,-1.2%,-8.5
Cc1nnc(-c2ccco2)c2cn(-c3cccc(Br)c3)nc12,-3.1%,-10.5%,2.2,-4.2,-3.1,3.8,2.1%,0.8%,-7.4
CCCCSc1nn[nH]n1,-2.9%,-0.2%,1.1,-16.8,7.1,1.7,-0.2%,0.7%,nt
COc1ccc2c(-c3ccccc3)cc(SCC(=O)N(C)C)nc2c1,0.0%,-2.9%,0.7,9.5&-6.1,-16.2,2.6,0.0%,-5.4%,-16.7
Cc1ccc(Cl)cc1N1CCN(S(=O)(=O)c2ccc3c(c2)oc(=O)n3C)CC1,-2.2%,0.1%,-6.9,-8.0,-10.1,2.6,-0.3%,1.1%,-2.9

(continued)
Molecule,GRP78 ERSR act,Vif-APOBEC3F blk,D1 potentiator,LDHA inh,D1 antagonist,D1 agonist,RXFP1 ag,Vif-APOBEC3G blk,D2 PAM
O=c1c(Cc2c(F)cccc2Cl)c(O)ccn1CCc1ccccn1,0.0%,16.7%,-6.5,-0.4,nt,-2.2,-0.9%,-6.0%,6.8
CCn1c(=O)n(-c2ccc(F)cc2)c(=O)c2sc3ccccc3c21,-4.0%,-6.7%,2.8,4.5,0.6,-1.3,10.6%,2.9%,1.2
COCCN1CCN(Cc2nc(Cc3ccc(OC)c(OC)c3)no2)CC1,-1.8%,2.5%,-4.4,-3.8,6.4,1.7,-3.2%,2.1%,-3.9
CC(=O)Nc1nonc1-c1nnc(SCC(=O)Nc2ccccc2Cl)n1C,0.8%,-0.4%,0.6,5.7,6.6,-2.2,3.1%,0.0%,12.2
C/C(=N\NC(=O)c1cc(O)cc(O)c1)c1ccc(NC(=O)Cc2ccccc2)cc1,1.5%,3.3%,-5.0,-5.5,-6.4,7.4,-0.1%,-6.8%,-9.7
CCOc1ccc(C(=O)Nc2ccc3c(c2)OCCO3)cc1OC,3.7%,-9.9%,5.3,4.3,7.2,1.3,-0.9%,-0.1%,-0.3
CCOc1ccccc1CNC(=O)c1ccc(NC(=O)C2=CSCCO2)cc1,2.1%,10.1%,3.4,-3.3,-7.7,0.4,-0.3%,-0.3%,9.1
CCN(CC)C(=O)[C@H]1CC(CC(=O)NCCC2=CCCCC2)C(=O)N2CCc3c([nH]c4ccc(OC)cc34)[C@]12C (some centres undefined),-0.8%,6.8%,nt,2.2,nt,nt,nt,-4.8%,nt
O=C(CN1CCOCC1)Nc1ccc2c(c1)OCO2,2.9%,1.0%,-7.2,-1.2,3.2,1.0,0.6%,1.3%,1.2
CCN1/C(=C/C(C)=C/c2sc3ccccc3[n+]2CC)Sc2ccccc21,-12.9%,?,-1.5,1.7&-1.6,-8.2,2.6,4.6%,13.6%,-5.3
O=C(N/N=C/c1sc(N2CCCCC2)nc1-c1cccs1)c1cccnc1,-4.0%,-23.2%,4.0,0.0,nt,32.8*,-1.7%,-11.1%,-1.3
CC1CN(S(=O)(=O)c2ccc(C(=O)Nc3ccccc3F)cc2)CC(C)O1 (centres undefined),-0.7%,0.2%,nt,-5.9,nt,nt,nt,1.0%,nt
O=C(CSc1ccc(C(F)(F)F)cc1[N+](=O)[O-])Nc1ccc2ccccc2c1,1.5%,14.1%,-6.6,-1.1,-13.4,3.7,0.5%,-0.6%,-1.6
O=C(Nc1cccn2ncnc12)c1ccc(Cl)cc1,1.6%,18.0%,-0.6,-0.9,-11.3,0.3,-0.3%,-0.3%,5.7
O=C(NC1CCCCC1)C(c1ccc(F)cc1)N(CCCN1CCOCC1)C(=O)c1ccc(CN2CCOCC2)o1 (centres undefined),0.9%,7.8%,-0.3,-2.7,0.1,3.6,-0.5%,-0.2%,-3.4
Cc1nc(NC(=O)c2ccccc2)sc1-c1csc(NCc2ccco2)n1,-0.1%,-0.3%,-5.8,2.9,1.0,1.4,0.1%,-12.7%,nt
CN(C)c1ccc(N=Nc2ccccc2C(=O)OCC(=O)NC2CCCC2)cc1,-0.4%,5.6%,-0.6,5.0,-5.1,7.4,2.6%,-0.1%,0.0
CCOC(=O)c1cc(CC)sc1NC(=O)C1CC1,-6.5%,-9.0%,6.5,-4.1,-0.3,0.3,1.6%,-4.6%,-1.7
CCC(Sc1ccc2nnc(-c3ccc(F)cc3)n2n1)C(=O)O (centres undefined),-1.5%,-2.7%,nt,-8.1,nt,nt,?,-0.6%,nt

Arranged by number of heavy atoms (smallest number first): some entries from above.
Molecule,GRP78 ERSR act,Vif-APOBEC3F blk,D1 potentiator,LDHA inh,D1 antagonist,D1 agonist,RXFP1 ag,Vif-APOBEC3G blk,D2 PAM
CCOC(=O)c1cc(CC)sc1NC(=O)C1CC1,-6.5%,-9.0%,6.5,-4.1,-0.3,0.3,1.6%,-4.6%,-1.7
O=Cc1ccc(OCC(=O)Nc2ccccc2C(F)(F)F)cc1,0.6%,-8.8%,0.6,-8.7,-8.5,-0.2,-2.4%,1.6%,-6.2
CCn1c(=O)n(-c2ccc(F)cc2)c(=O)c2sc3ccccc3c21,-4.0%,-6.7%,2.8,4.5,0.6,-1.3,10.6%,2.9%,1.2
CN(CCc1ccccc1)C1CCCN(S(=O)(=O)c2cccc(F)c2)C1 (centres undefined),4.3%,-8.1%,-10.6,-5.0,-8.7,-3.0,-2.9%,-4.9%,-3.6
O=C(N/N=C/c1sc(N2CCCCC2)nc1-c1cccs1)c1cccnc1,-4.0%,-23.2%,4.0,0.0,nt,32.8*,-1.7%,-11.1%,-1.3
CC(NC(=O)c1cc(Sc2ccc(F)cc2F)nc2ccccc12)c1ccccc1 (centres undefined),0.4%,0.3%,-2.8,3.4,-44.9*,-1.4,3.8%,0.1%,2.0
CCN(CC)C(=O)[C@H]1CC(CC(=O)NCCC2=CCCCC2)C(=O)N2CCc3c([nH]c4ccc(OC)cc34)[C@]12C (some centres undefined),-0.8%,6.8%,nt,2.2,nt,nt,nt,-4.8%,nt
